# E-selectin induc: E-selectin induction on HUVECs; P16581; HUVEC E-selectin immunofluorescence imaging; normalized: neutral wells 0, TNF-alpha wells 100; activation, % at 7.58 µM; 260,000 compounds, 0.37% hits; AID 686992;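 active means mean E-selectin-positive cell signal at least 10% of the positive control, reached in at least 60% of replicates, without over 20% cell loss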;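 further: in these data hits start at about 27%; measured in HUVEC primary endothelial cells; signal is the percent of cells scored E-selectin positive by PE staining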
#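 Assay system: HUVEC primary endothelial cells. Input: 3,000 HUVEC seeded per well. Doses: one compound dose added by pin transfer. Read-out basis: % PE-positive cells. Benchmarks: TNF-alpha high, DMSO low. Detection: immunofluorescence imaging. Buffer or medium: EGM-2, gelatin.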
# XiGFP reactiv: X-chromosome reactivation activator; XiGFP mouse fibroblasts, % GFP-positive cells imaging, 3 d; cells co-treated with 5-aza-dC sensitizer; scaled so ellipticine positive control = 100%; activation, % at 7.58 µM; 360,000 compounds, 0.055% hits;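 active means mean normalized replicate activation at least 10% and every replicate at or above 10%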;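 further: 0% = median of on-plate neutral control wells and 100% = ellipticine 6 µM median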
#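 System: SV40-immortalized XiGFP fibroblast cells, line 68-5-11 / Incubation: 3-day compound exposure, then 15 min fixation at room temperature / Compound: single concentration per compound, delivered by pin transfer / Buffer or medium: DMEM plus 5-aza-dC sensitizer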
# ERAP1 inh: blocks human ERAP1 aminopeptidase activity; Q9NZ08; recombinant ERAP1, Leu-AMC fluorescence, 60 min; inhibition, % at 10.7 µM; 340,000 compounds, 0.15% hits; AID 652197;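 active means mean replicate inhibition of at least 30%, or all replicates individually reaching that 30% level; inactive means mean below 30% and not every replicate reaching it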;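 further: 0% = neutral control wells and 100% = L-leucinethiol positive control wells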
# Target sequence (Q9NZ08 whole entry, looked up): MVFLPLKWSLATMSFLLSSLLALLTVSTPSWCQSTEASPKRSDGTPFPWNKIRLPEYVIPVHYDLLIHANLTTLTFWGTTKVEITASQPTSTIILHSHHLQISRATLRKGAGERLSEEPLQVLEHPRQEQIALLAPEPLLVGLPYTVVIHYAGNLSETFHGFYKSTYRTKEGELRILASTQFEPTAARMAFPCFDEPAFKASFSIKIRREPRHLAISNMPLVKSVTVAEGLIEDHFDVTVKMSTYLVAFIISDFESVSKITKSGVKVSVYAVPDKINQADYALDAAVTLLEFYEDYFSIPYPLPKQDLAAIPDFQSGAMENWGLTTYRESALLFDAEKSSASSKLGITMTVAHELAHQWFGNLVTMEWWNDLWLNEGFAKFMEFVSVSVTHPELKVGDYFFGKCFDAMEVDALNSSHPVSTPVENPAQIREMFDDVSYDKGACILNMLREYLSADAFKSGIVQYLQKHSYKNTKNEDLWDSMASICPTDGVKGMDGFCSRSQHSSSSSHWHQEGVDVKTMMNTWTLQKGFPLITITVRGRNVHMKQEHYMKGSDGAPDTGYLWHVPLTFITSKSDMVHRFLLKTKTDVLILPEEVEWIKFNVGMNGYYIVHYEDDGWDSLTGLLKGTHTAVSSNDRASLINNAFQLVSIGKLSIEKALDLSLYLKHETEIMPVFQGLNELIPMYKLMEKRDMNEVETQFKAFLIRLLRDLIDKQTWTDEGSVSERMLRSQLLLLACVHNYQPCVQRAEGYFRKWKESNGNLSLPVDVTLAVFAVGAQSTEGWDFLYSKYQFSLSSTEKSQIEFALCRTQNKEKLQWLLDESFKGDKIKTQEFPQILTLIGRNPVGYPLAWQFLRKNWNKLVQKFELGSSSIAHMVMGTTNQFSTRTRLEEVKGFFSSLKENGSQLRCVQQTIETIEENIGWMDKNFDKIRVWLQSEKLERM
# RAD52 inh: RAD52 (human) annealing inhibition; inhibition, % at 18.7 µM; P43351; recombinant RAD52 DNA annealing, FRET fluorescence; 360,000 compounds, 0.46% hits;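 active means every replicate showing at least 50% inhibition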
# S100A4 inh HTS: blocks human S100A4 binding to myosin IIA peptide. P26447. S100A4/TAMRA-MyoIIA peptide fluorescence polarization. inhibition, % at 10.7 µM. 360,000 compounds, 0.14% hits;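 active means mean inhibition of at least 70% across replicates, with every replicate also reaching that level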
# Target sequence (P26447 whole entry, looked up): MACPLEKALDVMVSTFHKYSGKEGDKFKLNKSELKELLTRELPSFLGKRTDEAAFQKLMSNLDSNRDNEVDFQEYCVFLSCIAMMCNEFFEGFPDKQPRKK
#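 assay system = human S100A4 monomer with TAMRA-labelled myosin IIA peptide | also added = labelled myosin peptide probe, 5 nM | incubation = 5 min between mix addition and reading | control set = DMSO and TFP controls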
# ERp5 inh: inhibitors of human ERp5. Q15084. ERp5 insulin aggregation, absorbance 650 nm, 90 min. inhibition, % at 9.99 µM. 350,000 compounds, 0.05% hits;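 active means mean replicate inhibition above about 25%, with every replicate also reaching it, limit read from the data, passing the limit was not always enough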
# RAD54 inh: blocks human RAD54 Holliday junction branch migration | FAM/BHQ fluorescence | 360,000 compounds, 0.14% hits | inhibition, % at 10.4 µM | AID 602329;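 active means mean normalized replicate activity at least 40 and at least half of replicates scoring 40 or more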;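 further: 0% = median of neutral control wells and 100% = median of positive control wells; inhibitors cause a drop in the FAM fluorescence signal; in these data hits start at about 50%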
# esBAF inh: blocks esBAF chromatin remodeling in mouse ES cells; Bmi1-luciferase knock-in reporter, 24 h; 100% = twice the neutral-well signal; reporter increase, % at 12.5 µM; 350,000 compounds, 2% hits; AID 602393; in the data active means activation above about 40%;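 further: 0% = median of the plate's neutral control wells and 100% = double that signal; a rise in the Bmi1 reporter signal indicates esBAF inhibition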
# * = called active by the depositor; · = no result given; & = joins results of further samples.
SMILES,E-selectin induc,XiGFP reactiv,ERAP1 inh,RAD52 inh,S100A4 inh HTS,ERp5 inh,RAD54 inh,esBAF inh
O=C(N/N=C/c1cccc([N+](=O)[O-])c1)c1cc(-c2ccc3c(c2)OCO3)n[nH]1,1.4,-0.1,11.9,4.5,0.9,0.1,-3.3,·
Oc1[nH]c2ccc(Br)cc2c1N=NC(=S)NCC1CCCO1 (configuration not stated),-0.3,0.5,0.6,-35.6,0.6,0.8,-2.7,6.9
Cc1cccc(N2CCN(C(=O)C3CCN(S(=O)(=O)c4c(C)noc4C)CC3)CC2)c1C,·,0.0,2.3,-4.4,4.9,-1.4,5.2,-0.5
O=C(COC(=O)c1cccc(S(=O)(=O)N2CCc3ccccc32)c1)Nc1ccc(Cl)cn1,·,0.0,4.2,-35.1,-0.2,-3.5,·,-4.6
O=C(COC(=O)CCc1nc2ccccc2c(=O)[nH]1)NC(c1ccccc1)c1ccccc1,-1.1,0.0,5.1,-47.8,-1.8,-6.5,-9.8,-5.3
CSc1ccccc1C(=O)Nc1cccc([N+](=O)[O-])c1C,4.1,-0.1,0.3,-20.5,-3.8,-9.9,·,·
CN(C)CC(=O)Nc1ccc2c(c1)[C@@H]1C[C@@H](CC(=O)NCc3ccccn3)O[C@H](CO)[C@@H]1O2,0.3,0.1,-1.5,-24.6,-2.6,2.2,4.8,-1.0
C[C@H](CO)N1C[C@H](C)[C@H](CN(C)C(=O)CCCN(C)C)OCCCC[C@H](C)Oc2ccc(NC(=O)c3ccccc3)cc2C1=O,-0.2,-0.7,-1.7,15.7,3.0,-0.4,-5.5,-1.2
O=S(=O)(c1cccc2nonc12)N1CCN(c2ccc(F)cc2)CC1,·,0.0,-0.1,-11.7,-0.7,9.0,·,·
C[C@@H]1CN([C@H](C)CO)C(=O)c2cc(NC(=O)CCC(F)(F)F)ccc2O[C@@H](C)CCCCO[C@H]1CN(C)Cc1ccccc1,0.0,0.3,-1.9,4.2,-10.4,3.4,7.8,-2.0
O=C(NC1CCN(C(=O)N2c3ccccc3Sc3ccccc32)CC1)c1ccccc1F,·,·,8.9,-17.1,-10.0,3.3,-4.3,14.3
COC(=O)C1=C(C)NC(C)=C(C(=O)OC)C1c1ccc(-c2cccc([N+](=O)[O-])c2)o1,7.8,-0.1,-1.1,-11.7,2.3,-3.3,0.3,5.8
CCCCc1c(-c2ccccc2OC)ncn1Cc1c(Cl)cccc1Cl,-0.4,0.0,0.2,29.4,-0.3,0.7,·,·
O=C(COC(=O)C1CCN(c2ccc(C(F)(F)F)cn2)CC1)NCc1ccc(F)cc1,·,0.1,-2.5,-10.3,-5.1,0.0,-24.3,-2.9
CCc1nnc(NC(=O)c2ccc(Cl)c(S(=O)(=O)N3CCc4ccccc4C3)c2)s1,·,0.0,-2.6,-25.7,-7.7,2.5,6.2,·
O=C(NS(=O)(=O)Nc1ccccc1)C1=C(N2CCCC2)COC1=O,1.0,-0.3,-1.2,-18.8,5.8,1.5,-7.0,2.7
Nc1nc(SCC(=O)NCc2ccc3c(c2)OCO3)n[nH]1,·,0.1,1.1,-12.8,0.8,-0.9,·,·
CCOC(=O)C1CCN(CCC(=O)Nc2ccc(Br)c(C)c2)CC1,0.9,0.0,-4.1,-7.2,-9.4,9.6,4.2,-2.1
CCN(CC)C(=O)Cn1c(=O)oc2ccccc21,·,0.4,1.7,1.7,14.7,4.1,·,·
O=C(c1ccccc1O)N1CCOCC1,-0.2,0.0,-6.4,-2.7,-6.7,-2.3,-1.2,-2.7

# Some entries already given, reduced to RAD52 inh and ERAP1 inh.
smiles	RAD52 inh	ERAP1 inh
O=C(COC(=O)c1cccc(S(=O)(=O)N2CCc3ccccc32)c1)Nc1ccc(Cl)cn1	-35.1	4.2
O=C(COC(=O)CCc1nc2ccccc2c(=O)[nH]1)NC(c1ccccc1)c1ccccc1	-47.8	5.1
CSc1ccccc1C(=O)Nc1cccc([N+](=O)[O-])c1C	-20.5	0.3
CN(C)CC(=O)Nc1ccc2c(c1)[C@@H]1C[C@@H](CC(=O)NCc3ccccn3)O[C@H](CO)[C@@H]1O2	-24.6	-1.5

# Back to the main list, repeating the 2 entries before the break.
SMILES,E-selectin induc,XiGFP reactiv,ERAP1 inh,RAD52 inh,S100A4 inh HTS,ERp5 inh,RAD54 inh,esBAF inh
CCN(CC)C(=O)Cn1c(=O)oc2ccccc21,·,0.4,1.7,1.7,14.7,4.1,·,·
O=C(c1ccccc1O)N1CCOCC1,-0.2,0.0,-6.4,-2.7,-6.7,-2.3,-1.2,-2.7
O=C(CCc1ccccc1)N1CCN(CCO)CC1,-0.3,-0.1,·,-11.8,-4.3,2.3,-12.1,-3.7
CCOC(=O)c1ccc(S(=O)(=O)NNC(=O)COc2ccc(C)cc2)cc1,0.9,-0.5,0.4,-10.8,-7.5,-3.8,·,·
COc1ccc(OC)c2nc(-c3ccc4c(c3)OCO4)ccc12,2.5,0.0,-1.8,1.3,-4.2,-0.4,-1.6,-6.4
O=C(NCc1ccccc1Cl)c1ccc(Br)o1,·,0.3,3.6,-0.5,-3.2,7.7,5.7,4.1
CO[C@@H]1CN(C)C(=O)c2ccc(NC(=O)c3cc(C)on3)cc2OC[C@@H](C)N(CC2CC2)C[C@@H]1C,0.4,0.5,3.8,-4.7,12.0,2.1,2.5,-3.3
N#C/C(=C\c1cn[nH]c1-c1ccccc1Br)C(=O)O,-3.7,0.2,-2.1,-14.0,-0.9,1.4,·,·
CCC(=O)N1C[C@H](C)[C@@H](OC)CN(C)C(=O)c2ccc(NC(=O)NC(C)C)cc2OC[C@@H]1C,0.0,0.2,1.8,-2.9,52.8,9.2,·,·
Cc1ccc(S(=O)(=O)Nc2ccc3c(c2)CC(=O)N([C@H](C)CO)C[C@@H](C)[C@H](CN(C)S(=O)(=O)c2c(C)noc2C)O3)cc1,0.0,-0.2,-2.5,15.3,-3.4,3.9,-9.2,-2.5
COc1cc2[nH]c(=S)n(Cc3ccc(F)cc3)c(=O)c2cc1OC,-0.2,0.0,-3.8,-18.4,-3.7,-3.8,·,·
Cc1cccc(CN2CCN(C(c3ccccc3)c3ccc(Cl)cc3)CC2)c1 (configuration not stated),-0.2,0.2,-2.4,-31.8,11.7&2.3,0.2,7.5,0.0
COC(=O)NNC(=O)CCCOc1ccc(Cl)cc1Cl,-2.5,-0.4,0.2,-8.3,-0.4,5.5,3.7,-0.3
C[C@H]1CN([C@@H](C)CO)C(=O)c2cc(C#Cc3ccccc3)cnc2O[C@H]1CN(C)C(=O)C1CC1,-0.2,0.3,-4.8,15.6,6.9,3.1,-1.6,-7.9
O=C1c2ccccc2C(=O)N1CC1CO1 (configuration not stated),6.7,0.0,3.5,-7.7,-6.1,12.1,·,4.2
CN(C)CC(=O)Nc1ccc2c(c1)[C@H]1C[C@@H](CC(=O)NC3CCCCC3)O[C@H](CO)[C@H]1O2,0.4,0.2,-1.5,9.1,-15.9,-11.6,11.0,-2.5
COc1cccc(NC(=O)CCC2CCN(C(=O)c3sccc3C)CC2)c1,·,0.0,1.5,-7.6,13.1,-4.1,5.3,·
O=C(CCc1nc2sc3c(c2c(=O)[nH]1)CCCC3)NCCOc1ccccc1,1.5,0.9,0.6,-34.1,-6.2,4.7,-19.6,-4.1
O=c1n(CC2CO2)c(=O)n(CC2CO2)c(=O)n1CC1CO1 (configuration not stated),·,0.2,-2.6,-2.7,1.8,0.7,·,·
NC(=S)N1N=C(c2ccccc2)CC1=O,1.4,0.0,-0.8,-12.0,-3.7,-1.1,·,·
C=CC[C@@H](CC(=O)N[C@@H](CO)Cc1ccccc1)C(=O)N[C@H](COC(=O)[C@@H](CC=C)Cc1ccc(F)cc1)Cc1c[nH]c2ccccc12,0.3,-0.1,2.1,-6.2,2.5,7.7,-2.2,-10.3
CCCn1c(C)cc(-c2csc(NC(=O)CCc3nc4ccccc4c(=O)[nH]3)n2)c1C,0.0,0.0,-1.3,0.3,12.7,-1.8,3.2,0.2
Cc1ccc(S(=O)(=O)N2CCCCC2)cc1NC(=O)c1ccco1,0.2,0.0,-5.9,3.7,-1.8,3.9,-12.1,3.0
Cc1ccc(N(CC(=O)NCc2ccco2)C(=O)CCC(=O)Nc2nccs2)c(C)c1,0.0,0.0,-4.6,-6.4,1.8,-5.5,-14.1,-7.2
C[C@@H]1CN([C@@H](C)CO)C(=O)c2cc(NC(=O)C3CCCCC3)ccc2O[C@H]1CN(C)C(=O)NC1CCCCC1,0.0,-1.1,4.6,6.3,4.8,-2.0,-8.1,0.0
Cc1nn(C)cc1NC(=O)C[C@@H]1CC[C@H]2[C@@H](COc3ccc(NC(=O)Nc4cccc(Cl)c4)cc3C(=O)N2C)O1,0.4,-0.1,0.4,-3.8,-3.9,-1.3,12.5,-1.4
CCCCCCc1ccc(N2C[C@H](C)[C@@H](CC(=O)NCc3ccccc3)C2=O)cc1,0.2,-0.3,·,-3.2,-8.8,-1.2,-5.0,11.5
CC(NC(=O)NC1CCCCC1)C(c1cccs1)N1CCN(c2ccccc2)CC1 (configuration not stated),1.4,0.1,-8.2,-14.2,-1.6,-5.1,11.1,4.2
Cc1ccc(S(=O)(=O)N2CCC(C(=O)OC(C)C(=O)NC3CCCCC3C)CC2)cc1 (configuration not stated),-0.1,0.3,-2.1,-12.8,-0.3,-5.8,-3.5,-3.8
CCOC(=O)C1CCN(C(=O)c2cccc(NC3=NC4CS(=O)(=O)CC4S3)c2)CC1 (configuration not stated),1.3,-0.1,0.2,-0.3,1.1,-1.5,-12.6,-7.9
CC(C)(C)c1cc(NCc2ccccn2)n2ncc(-c3ccc(Cl)cc3)c2n1,-1.6,-0.1,·,5.2,2.8,2.6,-4.3,·
CN(c1ccccc1)c1ncccn1,·,0.0,·,-10.1,-2.1,-0.9,3.9,-2.6
COc1cccc(S(=O)(=O)N(C)C[C@@H]2Oc3ncc(C#CC(C)C)cc3C(=O)N([C@@H](C)CO)C[C@H]2C)c1,-0.4,-0.9,0.1,24.2,0.8,2.4,-11.0,-1.3
COc1cccc(NC(=S)N(CCN(C)C)C(C)c2ccncc2)c1 (configuration not stated),·,0.0,-2.6,-8.7,-7.7,-4.6,14.7,·
CCOC(=O)C1(Cc2ccccc2)CCCN(Cc2ccc(OCC)c(CO)c2)C1 (configuration not stated),·,0.7,-0.7,-105.4,-4.9,-1.8,-5.5,-1.9
C/C=C/c1ccc([C@H]2[C@H](CO)N(C(=O)C3CC3)C23CN(C(=O)NC(C)C)C3)cc1,-0.1,0.2,3.3,-11.9,-16.5,-3.4,·,·
COc1cc(CNCc2cccs2)ccc1OCc1ccccc1,·,·,-0.6,-2.6,-4.0,-4.7,-0.8,13.6
COCCN(CCOC)Cc1cc(=O)oc2cc(C)c(Cl)cc12,-0.1,0.0,-0.8,-3.1,3.4,-9.7,-16.6,1.5
O=C(O)c1ccccc1NC(=O)C1CCN(S(=O)(=O)c2ccc3c(c2)OCCO3)CC1,·,0.4,-1.0,-50.1,-4.5,-2.4,7.6,9.2
CCS(=O)(=O)N1Cc2ccccc2CC1C(=O)NCCc1ccccc1 (configuration not stated),0.3,0.0,1.8,-53.0,-1.5,1.8,-13.6,7.9
